NSD2 inh – NSD2 histone methyltransferase inhibitors, primary screen, biochemical, AlphaScreen, single concentration, set 2; Histone-lysine N-methyltransferase NSD2 (Homo sapiens), O96028; NSD2 peptide methylation, 120 min; inhibition, % at 12.5 µM; 310,000 compounds, 0.54% hits; in the data active = inhibition above about 50%
Target sequence (O96028 whole entry, looked up): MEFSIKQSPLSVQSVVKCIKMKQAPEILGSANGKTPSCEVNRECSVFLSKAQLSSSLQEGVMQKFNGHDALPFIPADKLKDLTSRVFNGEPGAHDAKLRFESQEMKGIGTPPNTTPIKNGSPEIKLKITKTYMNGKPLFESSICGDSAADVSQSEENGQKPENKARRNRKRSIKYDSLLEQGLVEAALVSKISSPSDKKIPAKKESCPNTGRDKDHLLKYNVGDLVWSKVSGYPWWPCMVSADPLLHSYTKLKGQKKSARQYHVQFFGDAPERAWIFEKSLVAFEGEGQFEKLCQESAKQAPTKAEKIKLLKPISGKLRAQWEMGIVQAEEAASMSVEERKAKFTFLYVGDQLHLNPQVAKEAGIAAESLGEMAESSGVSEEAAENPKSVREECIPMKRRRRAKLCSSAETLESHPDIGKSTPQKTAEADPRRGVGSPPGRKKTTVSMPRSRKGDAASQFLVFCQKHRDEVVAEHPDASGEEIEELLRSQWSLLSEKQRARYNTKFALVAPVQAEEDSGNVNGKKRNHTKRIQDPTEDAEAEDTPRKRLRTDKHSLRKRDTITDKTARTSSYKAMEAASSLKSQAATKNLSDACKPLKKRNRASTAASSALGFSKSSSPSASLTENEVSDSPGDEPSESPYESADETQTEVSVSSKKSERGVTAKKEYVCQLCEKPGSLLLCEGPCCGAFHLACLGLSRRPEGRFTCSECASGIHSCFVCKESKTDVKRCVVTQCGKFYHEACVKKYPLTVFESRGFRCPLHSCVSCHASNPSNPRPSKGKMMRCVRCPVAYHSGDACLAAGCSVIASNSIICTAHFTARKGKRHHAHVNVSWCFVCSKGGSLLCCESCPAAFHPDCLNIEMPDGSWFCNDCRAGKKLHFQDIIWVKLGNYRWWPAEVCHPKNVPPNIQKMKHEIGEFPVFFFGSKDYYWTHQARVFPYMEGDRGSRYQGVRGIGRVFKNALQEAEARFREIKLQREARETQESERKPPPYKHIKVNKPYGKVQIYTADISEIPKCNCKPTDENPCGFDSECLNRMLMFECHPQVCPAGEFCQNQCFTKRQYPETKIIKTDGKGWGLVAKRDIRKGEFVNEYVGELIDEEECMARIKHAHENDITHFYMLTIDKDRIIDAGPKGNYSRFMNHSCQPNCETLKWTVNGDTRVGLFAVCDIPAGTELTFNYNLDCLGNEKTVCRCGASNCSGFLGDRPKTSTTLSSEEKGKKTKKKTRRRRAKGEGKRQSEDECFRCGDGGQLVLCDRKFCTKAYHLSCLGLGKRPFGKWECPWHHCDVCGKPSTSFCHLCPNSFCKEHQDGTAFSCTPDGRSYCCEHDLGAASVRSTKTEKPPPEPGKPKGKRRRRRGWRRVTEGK
The depositor's hits bear a star. Some of the compounds tested (hit frequency here may not be typical).

Start of the data: the first 4 entries (preview)
SMILES	NSD2 inh
CC(C)C(=O)N1CCCC1(C)C(=O)Nc1ccccc1 (centres undefined)	5
C=CCOC(=O)Nc1nc(CCNC(=O)OC(C)(C)C)c(C(=O)OC)s1	-1
COc1ccc(NC(=O)C2(C)Cc3c(-c4ccc5c(c4)OCO5)ccnc3O2)cn1 (centres undefined)	-1
CC(C)C(=O)N1CCCC1(C)C(=O)Nc1ccc(-n2cncn2)cc1 (centres undefined)	0

Results, repeating the preview:
SMILES	NSD2 inh
CC(C)C(=O)N1CCCC1(C)C(=O)Nc1ccccc1 (centres undefined)	5
C=CCOC(=O)Nc1nc(CCNC(=O)OC(C)(C)C)c(C(=O)OC)s1	-1
COc1ccc(NC(=O)C2(C)Cc3c(-c4ccc5c(c4)OCO5)ccnc3O2)cn1 (centres undefined)	-1
CC(C)C(=O)N1CCCC1(C)C(=O)Nc1ccc(-n2cncn2)cc1 (centres undefined)	0
CC(C)CNC(=O)C1(C)CCCCCN1C(=O)c1cc2ccccc2s1 (centres undefined)	-1
Cc1ccc(S(=O)(=O)NC[C@H]2CN(S(=O)(=O)c3ccc(C)cc3)[C@@H](Cc3ccccc3)CO2)cc1	32
O=C(Nc1ccc(Cl)c(Cl)c1)C1CCCN(c2nnc(-n3cccc3)s2)C1 (centres undefined)	0
Cc1cccc(NC(=O)Nc2nnc([C@@H]3C[C@H](O)[C@@H](CO)O3)s2)c1	-1
CC(C)c1cc(C(C)C)c(S(=O)(=O)N2CCCC(C(=O)NCc3cccs3)C2)c(C(C)C)c1 (centres undefined)	-3
CC(C)CNC(=O)C1(C)CCCN1Cc1ccc(OC(F)(F)F)cc1 (centres undefined)	-2
COc1cc(NC(=O)c2cccc3c(-c4cnn(C)c4)coc23)cc(OC)c1OC	-1
C#CCNC(=O)c1ccc2sc([C@H]3C[C@H](O)[C@@H](CO)O3)nc2c1	-1
CN=C1S/C(=C/c2cc(C)n(Cc3ccccc3)c2C)C(=O)N1C	0
CCOc1ccc(-n2c(SCC(=O)Nc3cc(C)c(NC(=O)c4ccccc4)cc3OC)nnc2-c2cccs2)cc1	0
c1ccc(-c2cccc(CNc3nc(-c4ccccn4)nnc3-c3ccccc3)c2)cc1	-3
COc1ccc(OC)c(NC(=O)Nc2nc(C(N)CCc3ccccc3)cs2)c1 (centres undefined)	23
CC1(C)CC(=O)N(CC(=O)N2CCN(Cc3ccc4c(c3)OCO4)CC2)c2ccccc2S1(=O)=O	8
CCNC(=O)C1CCCN(Cc2cc(C(F)(F)F)ccc2Cl)CC1 (centres undefined)	-4
O=C(NCCc1ccccc1)OCc1cn(Cc2ccc(F)cc2)nn1	0
Cc1ccc(C)c(C(O)c2ncc(-c3ccc4ccccc4c3)[nH]2)c1 (centres undefined)	1
CCC[C@H]1[C@@H](NC(=O)c2ccc(Cl)cc2)CC[C@@]23CCCN2C(=O)CCC[C@@H]13	-2
CCNC(=O)C1(C)CCCN1C(=O)c1c(F)cccc1F (centres undefined)	-3
COc1cccc(-c2cc(C(=O)Nc3ccc4c(c3)OCCO4)c3ccccc3n2)c1	0
CC(C)(C)c1ccc(S(=O)(=O)NC(=O)C2(C)CCN2C(=O)Cc2cccc3ccccc23)cc1 (centres undefined)	14
CCNC(=O)C1(C)CCCN(Cc2cccc(Oc3ccccc3)c2)C1 (centres undefined)	5
CC(C)Oc1cc(F)ccc1-c1cc(C(=O)NCc2ccccn2)[nH]n1	3
O=C(OCC#CCSc1nnc(-c2cccc3ccccc23)o1)c1cccc(C(F)(F)F)c1	-3
COc1ccc(OC)c(S(=O)(=O)NC(=O)C2(C)CCN2C(=O)Cc2ccccc2)c1 (centres undefined)	-5
O=C(Nc1cc(Cl)ccc1F)C1CCCN(c2nnc(-n3cccc3)s2)C1 (centres undefined)	-1
Cn1cnc(S(=O)(=O)N2CCCCC2c2cc(C(=O)NCc3ccc(Cl)c(Cl)c3)no2)c1 (centres undefined)	-2
CCOC(=O)c1c(N)c(C#N)nn1-c1ccccc1C(=O)OC	2
CCNC(=O)C1CCCN(C(=O)c2ccc(C#N)cc2)CC1 (centres undefined)	-2
COc1ccc(CNC(=O)Nc2nnc([C@H]3C[C@H](O)[C@@H](CO)O3)s2)cc1	4
COc1cccc(-c2nnc(N(C)C(=O)c3ccno3)s2)c1	0
CC(C)NC(=O)C1(C)Cc2c(-c3cccc(C(N)=O)c3)ccnc2O1 (centres undefined)	-1
Cc1ccccc1NC(=O)CN1C(=O)CCSc2ccccc21	-8
O=C1NC(c2cccc(C(F)(F)F)c2)c2c(-c3ccccc3)n[nH]c21 (centres undefined)	0
O=C(CSc1nc2sc3c(c2c(=O)n1-c1ccc(Cl)cc1)CCCC3)c1ccccc1Cl	-2
O=C(NCc1ccc(F)c(F)c1)C1CCCN(c2nc3ccccc3o2)C1 (centres undefined)	-4
CC1(C(=O)NS(=O)(=O)c2ccc(Br)cc2)CCN1C(=O)C1CCCCC1 (centres undefined)	0

Some of the entries so far, with bars between the fields:
molecule | NSD2 inh
COc1ccc(NC(=O)C2(C)Cc3c(-c4ccc5c(c4)OCO5)ccnc3O2)cn1 (centres undefined) | -1
CC(C)C(=O)N1CCCC1(C)C(=O)Nc1ccc(-n2cncn2)cc1 (centres undefined) | 0

The listing continues:
SMILES	NSD2 inh
CC(C)(C)c1ccc(CC(=O)N2CCC2(C)C(=O)NS(=O)(=O)c2ccc(C#N)cc2)cc1 (centres undefined)	0
CCOC(=O)c1csc(NC(=O)C2CCCN(S(=O)(=O)c3ccc([N+](=O)[O-])cc3)C2)n1 (centres undefined)	19
COc1ccc([C@H]2OC(=O)C[C@H]2C(=O)N2CCN(C(=O)C3CCCO3)CC2)cc1OC (some centres undefined)	2
O=S(=O)(c1cc2ccccc2s1)n1c(CN2CCOCC2)nc2ccccc21	0
COCCNC(=O)C1(C)CCN(C(=O)c2ccc(C(F)(F)F)nc2C)C1 (centres undefined)	-4
CCCNC(=O)C1(C)CCCN(Cc2c(C)nn(-c3ccccc3)c2C)C1 (centres undefined)	0
COc1ccc(C(N)c2csc(Nc3cc(Oc4ccccc4)ncn3)n2)cc1 (centres undefined)	7
O=C(c1cc(C2CCCCN2S(=O)(=O)c2cccs2)on1)N1CCOCC1 (centres undefined)	1
CC(=O)Nc1ccc(-c2ccnc3c2CC(C)(C(=O)NCCc2ccccc2)O3)cc1 (centres undefined)	-1
O=C(NCc1ccccc1)c1cc(C2CCCCN2S(=O)(=O)Cc2ccccc2)on1 (centres undefined)	-1
COc1ccccc1CNC(=O)N1CCN(Cc2nc3ccccc3c(=O)[nH]2)CC1	-11
CCOC(=O)c1csc(NC(=O)C2CCCN(S(=O)(=O)c3ccccc3)C2)n1 (centres undefined)	-2
C=CCOc1cccn2c(N(C=O)Cc3ccccc3)c(CC)nc12	0
CC(=O)C1=C(C)N(Cc2ccc(Cl)cc2)C(=S)NC1c1ccc(F)cc1 (centres undefined)	1
Nc1ccn([C@@H]2O[C@H](C(=O)N3CCN(C(=O)C(F)(F)F)CC3)[C@@H](O)[C@H]2O)c(=O)n1	-3
O=C(Cn1cc(-c2ccccn2)nn1)NS(=O)(=O)c1cccc(OC(F)F)c1	-1
CC1(C(=O)NS(=O)(=O)c2cccc(F)c2)CCN1C(=O)Cc1ccc(-c2ccccc2)cc1 (centres undefined)	-4
CC(=O)c1cccc(NC(=O)c2cnn3c(C)cc(C)nc23)c1	5
COCCCNC(=O)c1ccc2sc(C3=C[C@@H](O)[C@@H](O)[C@@H](CO)O3)nc2c1	1
CCn1c2ccccc2c2cc(NC(=O)CSc3nnc(-c4ccccc4)n3Cc3ccco3)ccc21	5
CCCNC(=O)c1cc(C2CCCN(C(=O)C3CC3)C2)on1 (centres undefined)	-1
COc1ccc(NC(=O)c2cc(C3CCCCN3S(=O)(=O)c3cccs3)on2)c(C)c1 (centres undefined)	-4
CNc1cccc(-c2cc(OC)ccc2OC)n1	16
COc1cccc(CNc2nc3cc(-c4ccc(OC)cc4C)sc3c(=O)n2C)c1	-2
CC(C)C[C@H](NC1(C(=O)NC2CCCCC2)CCN(C(=O)OC(C)(C)C)CC1)C(=O)NCCc1c[nH]c2ccccc12	1
COC(=O)Cc1ccc(OC2(C)CCN(Cc3ccccc3)C2)cc1 (centres undefined)	0
Cc1ccc(CNC(=O)CCS(=O)(=O)c2cc3c(cc2Br)CCN3C(=O)C2CC2)o1	3
CC(C)CNC(=O)OCc1cn(Cc2ccccc2C(F)(F)F)nn1	0
CCCNC(=O)C1(C)CCCN(C(=O)C(c2ccccc2)c2ccccc2)C1 (centres undefined)	9
O=C(Nc1ccc(Cl)c(C(F)(F)F)c1)C1Cc2c(-c3ccccc3)ccnc2O1 (centres undefined)	0
CC(=O)Nc1ccc(NC(=O)c2cc(-c3ccc(F)cc3C)n[nH]2)cc1	2
Cc1cc(F)cc(-c2cc(C(=O)NCc3ccc(C(F)(F)F)cc3)[nH]n2)c1	-2
OC(c1ccc(Cl)cc1)c1ncc(-c2cccc(F)c2)[nH]1 (centres undefined)	2
OC[C@@H]1CN(Cc2ccncc2)C[C@H](n2cnc3c(NCc4ccco4)ncnc32)O1	1
Cc1cc(C)cc(NC(=O)NCCCN2CCN(c3ccc(F)cc3)CC2)c1	21
O=[N+]([O-])c1ccc(Sc2nc3ccccc3[nH]2)c(Cl)c1	2
CC(=O)Nc1cc(-c2ccc(C(=O)NC3CC3)cc2)cn2c(-c3cccc(C(C)=O)c3)cnc12	-1
Cc1cnc(C)c(Nc2nc(C(N)Cc3ccc(F)cc3)cs2)n1 (centres undefined)	1
O=C1N(Cc2ccccc2)c2ccccc2OC1(F)F	-4
CCNC(=O)C1CCCN(C(=O)c2ccc(-c3ccccc3)cc2)CC1 (centres undefined)	-1
COc1ccccc1CNC(=O)NC1CCN(CC(=O)Nc2ccc3c(c2)OCCO3)CC1	-2
CN(CCc1ccccn1)C(=O)c1ccc(Sc2ccccc2Cl)c([N+](=O)[O-])c1	7
Cc1cccc(N2CCCn3c2nc2c3c(=O)n(CC(=O)OCc3ccccc3)c(=O)n2C)c1	8
COc1cc(OC)cc(-c2noc([C@H]3C[C@H](O)[C@@H](CO)O3)n2)c1	2
COc1ccc(-c2cnc3cccnn23)cn1	-2
COC(=O)C1=CC[C@@H](NC(=O)OC(C)(C)C)[C@H](O)[C@H]1O[Si](C)(C)C(C)(C)C	-2
CCN1CCN(C(=O)c2cccc(S(=O)(=O)Nc3c(C)n(C)n(-c4ccccc4)c3=O)c2)CC1	1
COc1ccc(CN(CCN2CCOCC2)C(=O)c2cc(F)ccc2F)cc1OC	-4
CN1C2=N[C@H](c3cccc(C(F)(F)F)c3)CC(=O)N2/C(=C\c2ccccc2)[C@H]1c1ccccc1	-2
CCCCNC(=O)C1(C)CCN1C(=O)c1cccnc1Oc1ccccc1 (centres undefined)	8
O=C1NC[C@H](CC2CCCCC2)N(CCc2cccc3ccccc23)C1=O	4
Cc1ccc(-c2csc(C(O)c3ccc(F)c(F)c3)n2)cc1C (centres undefined)	-3
O=c1cc(CSc2nnc(-c3cccs3)o2)c2c(ccc3ccccc32)o1	4
O=C(NCc1ccc(Cl)nc1)c1ccc2sc([C@@H]3O[C@H](CO)[C@H](O)[C@H](O)[C@H]3O)nc2c1	-1
COC(=O)c1cc2c(c3c4cc(F)ccc4n(S(=O)(=O)c4ccc(C)cc4)c13)C(=O)N(C)C2	-2
COc1ccc(CCNC(=O)Cn2ncc3c2-c2cc(C)ccc2OC3)cc1	-3
FC(F)(F)c1cc(CNC2CCC23CCCCC3)ccc1Cl (centres undefined)	-3
CSC(=NS(=O)(=O)c1ccccc1)NNC(=O)c1c(-c2c(Cl)cccc2Cl)noc1C	-4
COc1ccc2c(c1)CCCN2C(=O)C1CCCN(S(=O)(=O)c2ccc(C)c(C)c2)C1 (centres undefined)	0
N#Cc1c(Cl)cccc1N1CCSCC1	-4
Next records.
SMILES	NSD2 inh
CCOc1ccc(-n2c(SCC(=O)Nc3cc4oc5ccccc5c4cc3OC)nnc2-c2cccc(Cl)c2)cc1	-3
COc1ccc(-c2cc(-c3nnc(SCc4cccc5ccccc45)n3N)[nH]n2)cc1	10
COc1cccc(-c2cnc3c(NC=O)cc(-c4ccccc4Oc4ccccc4)cn23)c1	0
COc1cc2c(cc1OC)[C@@H](NC(=O)c1ccncc1)[C@H](C)[C@H]2c1ccccc1	3
CCOc1ccc(Cl)cc1-c1cc(C(=O)NCc2ccccc2)[nH]n1	0
CCc1nc2ccc(C(=O)N3CCN(S(=O)(=O)CC)CC3)cn2c1N(C)Cc1cccs1	9
CCOC(=O)C1(C)CCN1C(=O)c1ccccc1 (centres undefined)	-1
CCc1nc2c(OCc3ccc(C#N)cc3)cccn2c1N(C)C(=O)c1ccc(C)cc1	1
CC1(Cc2ccc(OC(F)(F)F)cc2)C(=O)Nc2c(Cl)ccc(Cl)c21 (centres undefined)	3
CCC[C@H]1[C@@H](NCc2cccs2)CC[C@@]23CCCN2C(=O)CCC[C@@H]13	-1
CC(=O)Nc1ccc(S(=O)(=O)NCC2CCN(C(=O)C(=O)c3cccs3)CC2)cc1	2
COCCNC(=O)C1(C)CCCN(CCOc2ccc(Cl)cc2)C1 (centres undefined)	6
O=C(Nc1ccc(N2CCOCC2)cc1)c1csc([C@H]2C[C@H](O)[C@@H](CO)O2)n1	1
CCCC1CCC2(CCCN2CCOC(=S)Nc2cccc(Cl)c2)CC1 (centres undefined)	1
CN(Cc1ccccc1)C(=O)c1ccc(Nc2nc(C(N)COCc3ccccc3)cs2)nc1 (centres undefined)	-1
O=C(CSc1nnc(-c2cccc(Cl)c2)n1Cc1ccco1)c1ccc(F)cc1	0

Some of the entries so far, field by field.
CC1(Cc2ccc(OC(F)(F)F)cc2)C(=O)Nc2c(Cl)ccc(Cl)c21 (centres undefined)
  NSD2 inh = 3

CCC[C@H]1[C@@H](NCc2cccs2)CC[C@@]23CCCN2C(=O)CCC[C@@H]13
  NSD2 inh = -1

CC(=O)Nc1ccc(S(=O)(=O)NCC2CCN(C(=O)C(=O)c3cccs3)CC2)cc1
  NSD2 inh = 2

COCCNC(=O)C1(C)CCCN(CCOc2ccc(Cl)cc2)C1 (centres undefined)
  NSD2 inh = 6

Reprinted at random: 2 entries already listed.
SMILES	NSD2 inh
CCCC1CCC2(CCCN2CCOC(=S)Nc2cccc(Cl)c2)CC1 (centres undefined)	1
O=C(CSc1nnc(-c2cccc(Cl)c2)n1Cc1ccco1)c1ccc(F)cc1	0
